FXIa inh – factor XIa (human) inhibition; purified FXIa, Boc-Glu-Ala-Arg-AMC fluorogenic substrate; P03951; hit rate 0.14% among 220,000; inhibition, % at 5 µM;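 active = inhibition of at least 40%; inactive = inhibition below 40%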;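 also: fluorescence of freed AMC excited at 355 nm; 0% = enzyme without compound and 100% = no enzyme blank; many of its hits are not listed in these tables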
m-calpain inh – calpain II (pig) inhibition; hit rate 0.37% among 220,000; purified calpain II, fluorogenic peptide substrate, 30 min; inhibition, % at 16 µM;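 active = inhibition above about 50%, limit read from the data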
Cl transport mod – KCC2 (human) Cl- transport modulation | hit rate 2.2% among 190,000 | KCC2 cells, thallium flux FluoZin-2 fluorescence | B-score of Tl+ flux slope (higher = more flux/activation; lower = inhibition) at 10 µM;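 active = thallium flux slope and its plate-corrected score both differing from the plate sample mean at a set confidence after two filtering rounds, in either direction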;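 also: slope of fluorescence scaled to starting intensity during 10 to 20 s after thallium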
Target sequence (Q9H2X9 whole entry, looked up): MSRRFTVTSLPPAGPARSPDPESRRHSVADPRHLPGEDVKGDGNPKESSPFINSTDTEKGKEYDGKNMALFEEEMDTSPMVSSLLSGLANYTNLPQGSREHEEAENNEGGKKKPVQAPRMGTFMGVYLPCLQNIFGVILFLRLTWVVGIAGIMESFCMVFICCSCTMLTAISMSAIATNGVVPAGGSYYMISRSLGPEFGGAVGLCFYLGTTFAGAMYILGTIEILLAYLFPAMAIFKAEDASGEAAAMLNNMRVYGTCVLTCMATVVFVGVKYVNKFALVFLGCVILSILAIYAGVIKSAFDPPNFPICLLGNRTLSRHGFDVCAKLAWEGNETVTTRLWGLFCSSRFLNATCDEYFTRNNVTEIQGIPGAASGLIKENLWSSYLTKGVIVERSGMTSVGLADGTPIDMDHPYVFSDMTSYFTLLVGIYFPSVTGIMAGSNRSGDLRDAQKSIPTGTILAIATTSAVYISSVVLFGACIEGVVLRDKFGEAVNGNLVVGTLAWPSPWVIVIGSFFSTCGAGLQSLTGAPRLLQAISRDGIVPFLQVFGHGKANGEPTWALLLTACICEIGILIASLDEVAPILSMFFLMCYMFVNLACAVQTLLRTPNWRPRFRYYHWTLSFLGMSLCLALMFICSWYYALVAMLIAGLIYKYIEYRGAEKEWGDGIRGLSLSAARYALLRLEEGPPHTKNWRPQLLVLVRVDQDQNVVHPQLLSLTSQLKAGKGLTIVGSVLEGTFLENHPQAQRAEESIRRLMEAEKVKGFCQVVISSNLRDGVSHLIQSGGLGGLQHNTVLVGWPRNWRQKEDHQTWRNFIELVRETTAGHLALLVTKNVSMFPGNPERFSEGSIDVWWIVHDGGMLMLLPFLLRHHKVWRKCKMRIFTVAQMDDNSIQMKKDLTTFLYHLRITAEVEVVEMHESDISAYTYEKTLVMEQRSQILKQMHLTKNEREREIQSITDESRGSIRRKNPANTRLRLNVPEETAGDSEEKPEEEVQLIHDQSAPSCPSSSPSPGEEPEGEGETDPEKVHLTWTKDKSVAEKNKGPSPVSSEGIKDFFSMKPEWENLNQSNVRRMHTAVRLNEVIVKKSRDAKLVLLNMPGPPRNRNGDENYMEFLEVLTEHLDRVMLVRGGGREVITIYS
thrombin 1536 – blocks human thrombin protease activity; P00734; hit rate 0.26% among 220,000; inhibition, % at 5 µM; alpha-thrombin, Boc-VPR-AMC fluorogenic substrate cleavage;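 active = inhibition at or above 40%; inactive = inhibition below 40%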;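 also: 0% = enzyme with no compound and 100% = wells without enzyme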
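System: Human alpha-thrombin protein | Medium: pH 7.5 Tris (50 mM) with NaCl 150 mM, Tween 20 0.05% | Times: Enzyme reaction carried out at room temperature | Detection: AMC fluorescence, 355/460 nm | Evaluation: Percent inhibition scaled between no-compound controls and no-enzyme blanks | Benchmarks: Enzyme without compound as high, wells lacking enzyme as low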
FXIIa inh 1536 – inhibitors of human coagulation factor XIIa. purified FXIIa, Boc-QGR-AMC fluorogenic substrate, 2 h. P00748. hit rate 0.3% among 220,000. inhibition, % at 5 µM. AID 800; in the data active = inhibition above about 40%;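 also: 0% = enzyme with no compound and 100% = blank without enzyme; many of its hits are not listed in these tables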
KLK5 inh – kallikrein 5 (human) inhibition | Q9Y337 | recombinant hK5, fluorogenic AMC substrate cleavage | inhibition, % at 5 µM | hit rate 0.59% among 210,000 | AID 873;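 active = inhibition of 40% or more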;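 also: 0% = enzyme controls without compound and 100% = no-enzyme blanks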
Furin inh – human furin inhibition; inhibition, % at 30 µM; hit rate 0.061% among 220,000; purified furin, fluorogenic substrate cleavage; P09958; in the data active = inhibition above about 25%; also: inactives centre near -15
Rad51 HR inh – Rad51 (human) homologous recombination inhibition. Q06609. hRad51 DNA strand exchange, fluorescence dequenching. inhibition, % at 10 µM. hit rate 0.085% among 200,000. AID 1385;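 active = inhibition above 40% at the single screening dose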;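 also: 0% = DMSO control wells and 100% = blanks with heterologous ssDNA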
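Test system: preformed human Rad51 ssDNA filaments. Compound dosing: single dose, 10 µM final compound. Incubation: filaments 15 min 37 °C, then compound 30 min. Technique: FRET fluorescence dequenching, excitation 485 nm, emission 520 nm. Read-out basis: percent inhibition from fluorescence, normalised to plate control and blank means. Benchmarks: plate controls and plate blanks.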
PERK inhibitor – human PERK inhibition, primary cell-based screen | inhibition, % at 5.6 µM | Q9NZJ5 | CHO PERK-DD fusion, SEAP luminescence translation reporter | hit rate 0.17% among 220,000;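 active = inhibition above the mean inhibition of all tested compounds plus 3 SD, set separately per screening campaign, cut at about 2.9% in these data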;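 also: PERK kinase domain activated by AP20187 dimerizer at 100 nM; 0% = DMSO with dimerizer and 100% = rapamycin at 8.4 µM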
* hit, by the source's call; i = inactive; . = not tested or not shown; [ ] = another dose, or the depositor's remark.

SMILES	FXIa inh	m-calpain inh	Cl transport mod	thrombin 1536	FXIIa inh 1536	KLK5 inh	Furin inh	Rad51 HR inh	PERK inhibitor
O=C(NN1C(=O)C2CCCCC2C1=O)c1ccco1 (stereo not drawn)	16	3	-1.7	-1	5	0	-18	-20	0.1
CN1CCCN(C(=O)c2ccc(Cl)c(S(=O)(=O)N(C)c3ccccc3)c2)CC1	7	-2	-0.4	4	22	10	-16	2	-0.7
CCn1nnnc1Oc1ccc(Cl)cc1	1	-17	-1	-7	6	-7	-16[20 µM]	2	0.8
Cn1c(SCc2cccnc2)nnc1-c1c[nH]c2ccccc12	-7	-13	.	-11	5	-9	-30	-10	1.2
C[N+]1(CCOC(=O)C2(c3ccccc3)CCCC2)CCCCC1	0	-39	.	2	7	-1	-21	5	1.1
CNC(=O)NNC(=O)c1csc(-c2ccc(C(F)(F)F)cc2Cl)n1	8	-12	-0.52	6	14	8	-12	10	2.5
CCOC(=O)c1c(C)[nH]c(C(=O)Cn2nnc(-c3ccc(Cl)cc3)n2)c1C	-15	8	0.53	0	13	-2	-27	0	0.2
CCOC(=O)Cc1csc(NC(=O)c2cccc(N3C(=O)CCC3=O)c2)n1	6	-5	-1.5	6	17	-4	-21	-4	0.6
COc1cc(C(=O)NNC(=O)c2cc(C)[nH]n2)cc(OC)c1OC	-3	18	0.06	-2	-10	-24	-9	1	0.4
O=C(O)CC1(CC(=O)NCc2ccc(C(F)(F)F)cc2)CCCCC1	2	-18	-0.1	-4	9	-1	-18	3	2.5
CS(=O)(=O)N1CCC(C(=O)N2CCN(c3ccccc3)CC2)CC1	-10	-15	0.91	-4	2	-8	-22	-6	0.2
CCOC(=O)c1cn2cccnc2n1	-13	i	0.35	-3	2	-33	-23[20 µM]	1	-0.6
COc1ccc(-c2nc(-c3ccc(O)cc3O)cs2)cc1OC	2	-132	0.0058	-6	11	8	-24	-28	0.6
CCS(=O)(=O)Nc1ccc(-c2cc(-c3ccccc3)c3cc(C)ccc3n2)cc1	-5	-7	-0.071	-5	-2	3	-2	0	-0.5
O=C(Cc1cccs1)Nc1ccc(S(=O)(=O)N2CCCC2)cc1	3	-44	-3.7*	-9	8	1	-12	-14	-0.3
CC(C)Cn1c(CN(Cc2ccccc2)Cc2ccccc2)nc2c1c(=O)n(C)c(=O)n2C	-1	18	-1.6	-2	6	3	-1	1	-0.8
C/C(=N\NC(=O)C(N)=O)c1cccc([N+](=O)[O-])c1	-4	-7	1.2	-6	.	-5	-24	-2	-0.8
Cc1ccc(NC(=O)Nc2nc(-c3ccc(C)s3)cs2)cc1	5	4	0.77	5	16	-14	8[20 µM]	6	1.6
O=C(NCCn1ccc2ccccc21)C1CCCCC1	4	-8	-0.84	1	13	-5	-7	-7	1.0
CCCN(CCC)CCCOC(=O)c1ccc(Cl)cc1Cl	-2	7	.	-5	0	-9	-21[20 µM]	5	-1.2

Complete entries from above:
Profile of `CCOC(=O)c1c(C)[nH]c(C(=O)Cn2nnc(-c3ccc(Cl)cc3)n2)c1C` → FXIa inh: -15; m-calpain inh: 8; Cl transport mod: 0.53; thrombin 1536: 0; FXIIa inh 1536: 13; KLK5 inh: -2; Furin inh: -27; Rad51 HR inh: 0; PERK inhibitor: 0.2
Profile of `Cn1c(SCc2cccnc2)nnc1-c1c[nH]c2ccccc12` → FXIa inh: -7; m-calpain inh: -13; Cl transport mod: .; thrombin 1536: -11; FXIIa inh 1536: 5; KLK5 inh: -9; Furin inh: -30; Rad51 HR inh: -10; PERK inhibitor: 1.2
Profile of `CS(=O)(=O)N1CCC(C(=O)N2CCN(c3ccccc3)CC2)CC1` → FXIa inh: -10; m-calpain inh: -15; Cl transport mod: 0.91; thrombin 1536: -4; FXIIa inh 1536: 2; KLK5 inh: -8; Furin inh: -22; Rad51 HR inh: -6; PERK inhibitor: 0.2

Further structures follow:
SMILES	FXIa inh	m-calpain inh	Cl transport mod	thrombin 1536	FXIIa inh 1536	KLK5 inh	Furin inh	Rad51 HR inh	PERK inhibitor
COCCNC(=O)c1ccc(-n2c(SCc3cccnc3)nc3ccccc3c2=O)cc1	-7	-8	-1	2	6	-3	-24	3	-0.9
O=C(C1=C[C@H](c2ccccc2)C[C@H](OCc2ccc(CO)cc2)O1)N1CCN(Cc2ccc3c(c2)OCO3)CC1	-2	19	-1.1	-2	5	-1	-30	5	1.0
CC(=O)c1c(C)[nH]c(C(=O)Nc2cccc(S(=O)(=O)N(C)c3ccccc3)c2)c1C	1	-65	-1.3	-10	8	9	-27	-8	-0.5
CCCCCCNc1cc(C)oc(=O)c1C(C)=O	7	-2	-3	4	15	-13	-12	.	-0.8
CC1(c2cccc3ccccc23)NC(=O)N(CC(=O)NC2CCS(=O)(=O)C2)C1=O (stereo not drawn)	6	-21	0.059	-11	15	-8	1	0	0.8
Cc1ccc(Cl)cc1N1CCN(C(=O)CCC(=O)O)CC1	-7	9	1.7	-2	-2	1	-18	0	0.6
Cc1ccc(-c2csc3nnc(SCC(=O)Nc4nsc(-c5ccccc5)n4)n23)cc1	-6	-204	-1.3	0	9	-13	-9[20 µM]	5	-0.9
Nc1c(Cl)ncnc1N1CCCC1	0	-27	0.88	-6	12	4	-22	-1	0.5
Cc1ccc(C(=O)N2CCC(C(N)=O)CC2)cc1C	8	-1	-0.094	-7	11	5	-14[20 µM]	1	1.6
COC(=O)Cn1cnc2sc(C)c(S(=O)(=O)N3CCC(C)CC3)c2c1=O	3	8	-1.4	1	14	2	-22[20 µM]	0	0.6
O=c1c(Cc2ccccc2)c(O)ccn1CCc1cnc[nH]1	1	10	0.04	-7	8	-1	-25	-7	2.0
CCOc1cc(/C=C2/NC(=O)N(CC(=O)OC)C2=O)ccc1O	9	3	1.7	0	4	-19	2	0	-0.2
COCCNC(=O)C(c1ccco1)N(Cc1ccc(OC)cc1)C(=O)Cn1nnc2ccccc21 (stereo not drawn)	-4	14	-0.014	4	15	-19	-23	.	-0.1
CCCCC(=O)Nc1sc(C(=O)N(CC)CC)c(C)c1C(=O)OC	-8	25	-0.32	-5	4	-11	-10[20 µM]	0	-1.4
COc1cc(OC)cc(C(=O)OCC(=O)NCc2ccc3c(c2)OCO3)c1	23	35	-0.34	0	6	11	-12	7	0.7
COc1ccc(Cl)cc1NC(=O)CCN1CCN(c2ccccc2C)CC1	0	-9	.	1	13	5	-21	-3	-0.5
COc1ccc(CCNC(=O)/C(C#N)=C/c2ccc(OCC(=O)NCC3CCCO3)cc2)cc1OC (stereo not drawn)	-1	-23	-0.1	-6	5	2	-23	1	0.8
Cc1cc(C)n(CC(O)COc2ccccc2C(=O)Nc2ccccc2)n1 (stereo not drawn)	-1	7	.	2	-1	8	-5	1	-1.4
CCOC(=O)c1sc(=NC(=O)c2ccc(Cl)s2)n(C)c1C	-6	-17	1.1	-13	-2	-5	-15	2	1.1
COc1ccc(N2CCN(C(=O)CCN3C(=S)NC(C)(C)CC3C)CC2)cc1 (stereo not drawn)	1	-10	.	0	9	2	-22	4	0.2
CC1CCN(C(=O)Cn2cc(C(=O)C3CC3)c3ccccc32)CC1	14	-16	-0.16	0	23	-5	-19[20 µM]	-2	0.0
N#Cc1c(=O)c2nc(NCCCO)ncc2n2c(=O)c3ccccc3[nH]c12	0	-46	-0.33	5	3	-6	-21	11	1.3
O=C1CN(C(=O)CSc2nc(-c3ccc(Cl)cc3)cs2)c2ccccc2N1	3	-40	-1	-18	8	-9	-22	-2	-0.1
CC(=O)c1c(C)n(-c2ccccc2)c2ccc(OCC(O)CN3CCOCC3)cc12 (stereo not drawn)	6	-4	-0.16	4	15	-18	-18	4	-1.5
O=C(Nn1c(-c2ccncc2)nc2ccccc2c1=O)c1ccc([N+](=O)[O-])cc1Cl	4	-10	-0.00034	2	14	3	-23	-7	0.3
CCC1Oc2ccccc2N(CC(=O)NCCCN2CCCCC2CC)C1=O (stereo not drawn)	7	4	0.59	7	4	9	-8	10	-0.3
COc1cc2c(cc1OC)-c1cc(OCCN3CCOCC3)nc(=O)n1CC2	7	i	.	-9	11	-92	-95	-6	1.0
CN(C)c1nc(N)nc(CSc2nc3c(c(=O)n(C)c(=O)n3C)n2Cc2ccccc2F)n1	3	-69	0.27	2	15	-4	-27	9	0.1
COc1cccc(/C=C/C(=O)c2ccc(C)c([N+](=O)[O-])c2)c1	4	10	1.3	1	13	-17	4	9	0.5
CCCNC1=C(C)C(=O)CC1	-10	12	.	36	11	-2	-13	-7	-0.5
Cc1onc(-c2ccccc2)c1C(=O)Nc1sc2c(c1C#N)CCC(C)C2 (stereo not drawn)	-6	-13	.	-5	1	-6	-12	7	-1.6
O=C(COc1ccc(Cl)cc1Cl)Nc1ccc(CN2CCCCC2)cc1	4	12	-0.49	3	11	4	-16	-3	0.2
Cc1ccccc1NC(=O)CCN1C(=O)CSC1=O	0	-17	0.0026	-2	9	-9	-4[20 µM]	-11	1.4
Cn1c(=O)c2c(nc(N3CCc4ccccc4C3)n2Cc2ccccc2F)n(C)c1=O	2	18	-0.94	5	17	3	-26[20 µM]	-4	0.8
O=C(Nc1ccccc1-c1nnn(CC(=O)N2CCOCC2)n1)c1ccccc1F	2	-17	-0.088	8	11	-1	-19	23	-0.4
C=CCOc1ccc(CNn2nnnc2N)cc1	7	14	.	2	11	0	-9[20 µM]	.	1.2
O=C(Nc1nc2c(Cl)cccc2s1)c1ccc(Br)o1	4	-27	.	4	17	-18	-14	-2	-1.2
CC1=C(C(=O)OCC(C)C)C(c2ccc(Br)s2)NC(=O)N1 (stereo not drawn)	-5	23	-0.039	-8	8	1	-30	-6	0.8
O=C(Cc1ccccc1)Nc1cccc(C(=O)N/N=C/c2ccco2)c1	5	4	0.25	0	13	-7	-27	-40	0.4
CCCCCCCCC(=O)NCCOc1ccc(OC)cc1	-21	-4	0.088	-2	14	-8	-26	9	1.0
COc1ccc(OC)c(C(=O)CSc2nnc(-c3cccs3)n2C)c1	13	3	-1.4	27	17	22	-30[20 µM]	-6	0.3
CCO[C@@H]1OC(C(N)=O)=C[C@H](c2ccc3c(c2)OCO3)[C@H]1CCCO	0	0	0.48	-3	5	1	-33	5	1.1
Cc1nn(C)cc1CNC(=O)c1cccc(F)c1	8	1	0.058	-2	5	-19	-26	.	0.7
CCOc1ccc(/C=N/Nc2cc(=O)n(C)c(=O)n2C)cc1	7	42	0.1	-6	11	-15	20	0	-0.8
CC1CCN(C(=O)Cn2cc3c(n2)CCCC3)CC1	4	3	0.5	-7	17	-5	-13	-4	0.5
CC1=C(C#N)C(Nc2cccc(C)n2)(C(F)(F)F)C(=O)N1 (stereo not drawn)	-4	-14	.	-5	6	5	-13	-11	0.9
O=C(Nc1ccccc1)Nc1ccc(Cl)c([N+](=O)[O-])c1	-1	-1	-1.5	-5	9	-11	-23	5	-0.3
Oc1[nH]c(=S)sc1/C=C1\C(c2ccccc2)=Nc2ccccc21	7	17	-2.6	-5	13	-27	-13	-69	0.4
O=C(COc1ccccc1)NCCSCc1ccco1	-4	-39	-0.89	-4	10	0	-24[20 µM]	2	1.1
Cc1ccc(C)c(N(C(=O)CCC(=O)Nc2cc(C)on2)C(C(=O)NC2CCCC2)c2ccco2)c1 (stereo not drawn)	-2	-22	-4.3*	-9	-4	-29	-23	3	0.2
O=C(NCCCN1CCN(c2ccccc2F)CC1)Nc1ccccc1[N+](=O)[O-]	-6	-1	1.2	-11	8	-3	-7	2	-0.4

This is a subset, so the mix of outcomes need not match the whole.
